Source: PubChem
ADAM17 inh = inhibits human ADAM17; P78536; recombinant ADAM17, EDANS/DABCYL FRET peptide cleavage; inhibition, % at 6.95 µM; 370,000 tested, 0.83% active; AID 720648;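 active = inhibition above the mean of compounds lying between control limits plus 3 SD, set per campaign, cut at about 8.5% in these data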;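 note: 0% = DMSO-only wells as the low control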
Target sequence (P78536 215-824 limits assumed): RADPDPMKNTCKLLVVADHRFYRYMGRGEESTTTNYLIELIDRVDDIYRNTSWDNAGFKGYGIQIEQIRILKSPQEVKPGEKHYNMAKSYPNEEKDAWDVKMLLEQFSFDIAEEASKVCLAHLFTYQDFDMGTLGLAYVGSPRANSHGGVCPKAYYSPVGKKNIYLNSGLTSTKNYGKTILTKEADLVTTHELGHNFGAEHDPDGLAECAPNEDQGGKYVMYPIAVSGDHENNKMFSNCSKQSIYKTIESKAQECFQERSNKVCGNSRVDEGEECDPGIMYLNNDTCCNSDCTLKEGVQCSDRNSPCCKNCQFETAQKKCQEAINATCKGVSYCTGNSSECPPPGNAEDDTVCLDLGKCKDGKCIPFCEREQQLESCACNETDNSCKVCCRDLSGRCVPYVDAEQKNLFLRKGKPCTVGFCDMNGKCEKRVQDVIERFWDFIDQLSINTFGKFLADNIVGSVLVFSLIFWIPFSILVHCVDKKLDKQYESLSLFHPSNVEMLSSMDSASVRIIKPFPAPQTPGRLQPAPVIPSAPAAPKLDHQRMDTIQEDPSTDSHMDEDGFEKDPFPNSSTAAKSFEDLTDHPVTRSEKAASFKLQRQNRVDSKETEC
proKLK7 act = proKLK7 (human) activation, primary screen; 370,000 tested, 0.9% active; activation, % at 7 µM; purified proKLK7, EDANS-DABCYL substrate fluorescence; 100% is mature enzyme control, 0% vehicle; P49862;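 active = activation above the mean of all tested compounds plus 3 SD, computed per campaign excluding outliers beyond control limits, cut at about 13% in these data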
Target sequence (P49862 whole entry, looked up): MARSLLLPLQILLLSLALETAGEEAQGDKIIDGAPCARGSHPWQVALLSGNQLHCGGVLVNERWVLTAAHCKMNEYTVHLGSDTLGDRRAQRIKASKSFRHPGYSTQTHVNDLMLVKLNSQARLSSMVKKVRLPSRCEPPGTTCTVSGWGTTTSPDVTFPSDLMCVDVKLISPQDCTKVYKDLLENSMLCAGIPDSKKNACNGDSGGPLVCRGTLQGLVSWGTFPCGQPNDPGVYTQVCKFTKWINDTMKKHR
MBD2 inh = inhibitors of human MBD2 binding to methylated oligonucleotide. Q9UBB5. TR-FRET. inhibition, % at 4.4 µM. 370,000 tested, 0.31% active. AID 686964; in the data active = inhibition above about 13%
PLC-gamma1 inh = blocks human PLC-gamma1 enzyme activity. P19174. purified PLC-gamma1, fluorogenic substrate, fluorescence. inhibition, % at 12.2 µM. 370,000 tested, 0.84% active. AID 720700; in the data active = inhibition above about 9.5%
DDE Tn6 FP inh = disrupts Tn6 cyclic peptide binding to fibrin D-Dimer-E complex; P02675; Fibrin DD(E) TRITC-Tn6 fluorescence polarization displacement; inhibition, % at 8.3 µM; 370,000 tested, 0.21% active;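 active = inhibition above a per-campaign cutoff: mean of compounds within control limits plus 3 SD, cut at about 15% in these data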;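 note: 0% = median of all compound wells on the plate and 100% = blocking peptide control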
ASAP1 GAP inh = ASAP1 ArfGAP inhibition. inhibition, % at 16.5 µM. ASAP1-stimulated ARF1 GTP hydrolysis, GDP FP detection. 360,000 tested, 0.19% active. Q9ULH1; in the data active = inhibition above about 25%;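 note: 0% = vehicle with enzyme and substrate and 100% = no enzyme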
PLCb3 inh = PLC-beta3 (human) inhibition, primary screen | Q01970 | Purified PLC-beta3, fluorogenic substrate, fluorescence | inhibition, % at 12.2 µM | 370,000 tested, 0.18% active; in the data active = inhibition above about 11%;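 note: 0% = median of compound wells on plate and 100% = full blocker control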
UHRF1 binding = human UHRF1 methylated DNA binding inhibitors. Q96T88. UHRF1 binding to methylated oligo, TR-FRET. inhibition, % at 4.4 µM. 370,000 tested, 0.75% active; in the data active = inhibition above about 21%;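 note: UHRF1 SRA domain binding a hemimethylated CpG hairpin DNA probe; 0% = median of test compound wells and 100% = reference inhibitor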
DDE Tn7 FP inh = disrupts Tn7 cyclic peptide binding to fibrin D-Dimer-E complex; FP displacement of FITC-Tn7 peptide from fibrin DD(E); 0% = median of compound wells per plate; inhibition, % at 8.3 µM; 370,000 tested, 0.13% active; AID 720508;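 active = inhibition above the mean of compounds falling within the control limits plus 3 SD of them, cut at about 14% in these data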;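 note: 0% = plate median of compound wells and 100% = 10 µM Aha-Tn7 peptide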
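Test system – human fibrin DD(E) · Times – 10 min preincubation, 3 h with tracer, room temperature · Detection – fluorescence polarization of the labelled Tn7 tracer · Measure – percent inhibition normalized to high-control wells · Benchmarks – high control wells with 10 µM unlabelled Aha-Tn7 peptide (full inhibition) · Repeats – singlicate testing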
ARFGAP1 inh = inhibitors of rat ARFGAP1. 360,000 tested, 0.26% active. Q62848. Arfgap1-stimulated ARF1 GTP hydrolysis, GDP FP detection. inhibition, % at 16.5 µM;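 active = inhibition above a per-plate limit, mean inhibition of low control wells plus 3 SD, cut at about 25% in these data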;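 note: 0% = DMSO wells with enzyme and 100% = wells lacking Arfgap1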
Target sequence (Q62848 1-136 limits assumed): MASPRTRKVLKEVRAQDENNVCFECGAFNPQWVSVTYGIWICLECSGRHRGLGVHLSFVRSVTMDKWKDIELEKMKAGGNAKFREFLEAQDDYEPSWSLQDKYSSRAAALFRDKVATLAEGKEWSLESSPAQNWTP
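Assay system: Rat Arfgap1 GAP domain (His6, aa 1-136), purified enzyme | Buffer or medium: HEPES 25 mM pH 7.5, NaCl 150 mM, MgCl2, DTT | Schedule: GTP hydrolysis reaction 2 h at 25 °C | Signal: FP of antibody-bound GDP Alexa 633 tracer, ex 620/em 688 nm | Measure: Percent inhibition of Arfgap1-stimulated GTP hydrolysis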
The depositor's hits bear a star; + = active, no number. Random draw from the library; about 4.1% have a hit in one of these screens.

smiles	ADAM17 inh	proKLK7 act	MBD2 inh	PLC-gamma1 inh	DDE Tn6 FP inh	ASAP1 GAP inh	PLCb3 inh	UHRF1 binding	DDE Tn7 FP inh	ARFGAP1 inh
Cc1ccc(CCNC(=O)C2CCCN(S(=O)(=O)N3CC(C)CC(C)C3)C2)cc1 (stereo unspecified)	-4	-0.1	-2	1	11	-3	-2	2	-3	-2
C[C@@H](C(=O)N[C@@H](Cc1c[nH]c2ccccc12)C(=O)O)n1nnc2ccccc2c1=O	-3	-0.8	-1	-1	-2	-4	-6	-1	-2	9
CCN(CC)CC(=O)Nc1ccccc1SCC(=O)Nc1ccsc1C(=O)OC	-2	0.5	4	2	-2	3	-4	3	0	13
CCOC(=O)C1CCN(S(=O)(=O)c2ccc(CN3C(=O)c4cccnc4C3=O)cc2)CC1	-2	-0.2	2	0	-4	-8	-6	-3	-2	5
N#Cc1cc(-c2ccccc2)nnc1Sc1ccccc1	0	0.2	3	1	4	-4	3	1	0	21
Cc1ccc(Cl)cc1NC(=O)C1CC(=O)Nc2ncnn21 (stereo unspecified)	0	0.9	4	1	0	17	-4	-4	-5	10
O=C(CN(C(=O)c1csnn1)c1cccc(C(F)(F)F)c1)NCc1ccc(F)cc1	-1	0.6	-1	0	-2	2	-5	3	0	7
CCOC(=O)Cc1csc(N/C(=N/S(=O)(=O)c2ccc(F)cc2F)c2ccccc2)n1	1	0.6	7	-2	-5	13	-1	-1	-2	+
N#Cc1ccc(OCC(=O)OCC(=O)Nc2ccc(N3CCOCC3)cc2)cc1	-1	-0.3	0	2	6	4	1	-2	2	-6
CCOc1ccccc1-n1nnnc1SC(C)C(=O)OC (stereo unspecified)	-4	0.1	6	2	-2	3	-3	4	1	3
O=c1cc(-c2ccccc2)oc2c1ccc1ccccc12	-47	-21	-1	-53	4	-4	-67	-6	7	8
Cc1cccc(NC(=O)C2CCCN2/C=C/C(=O)C(F)(F)F)c1C (stereo unspecified)	1	0.0	3	6	0	1	3	-3	7	-4
COc1ccc(NC(=O)C[C@H]2C(=O)N(CCc3ccccc3)C[C@@H]2CSC)cc1	-5	-0.8	2	-1	-3	-10	3	-2	4	-7
CC(C)=C1SC(N2CCN(c3ccc(C)c(Cl)c3)CC2)=NC1=O	0	-0.1	-9	4	2	12	1	0	-4	-3
CC1(C)C(=O)Nc2ccccc2N1C(=O)COC(=O)C12CC3CC(CC(O)(C3)C1)C2	-6	0.1	4	-1	0	4	2	5	1	-8
CC1=C(c2ccc(Cl)cc2)[N+](=O)C(C)(C)N1[O-]	-4	0.2	-5	2	4	8	0	2	0	6
Cc1cccc(NC(=O)c2ccc(COc3ccc4ccccc4c3)o2)n1	2	-0.4	-2	2	-4	5	0	2	-3	11
Cc1ccc(OCCC(=O)Nc2ccccc2C(=O)NC2CC2)cc1	-6	0.0	4	2	-4	3	-8	4	3	-3
CC(CN1CCOCC1)c1ccccc1 (stereo unspecified)	-4	-0.8	1	2	4	-1	0	55*	-2	-6
O=C(CCc1ccccc1)Nc1nnc(-c2ccc3c(c2)CCCC3)o1	-2	-0.2	-1	-2	-5	11	-1	-1	-3	-7
CCN(CC)C(=O)c1cc2cc(Br)ccc2oc1=O	-4	0.2	0	2	11	-7	3	-4	0	8
COC(=O)c1c(NC(=O)c2ccc(Br)s2)sc2c1CCC2	-3	0.0	3	-8	1	3	-17	-3	-4	-14
COc1ccccc1N1CCN(S(C)(=O)=O)CC1	-8	-0.1	6	-3	-11	-14	-1	2	1	12
O=C1CC(c2ccco2)CC2=C1C1c3ccccc3C(=O)N1c1ccccc1N2 (stereo unspecified)	-1	0.1	5	5	-6	6	1	0	-1	10
Nc1ncnc2c1ncn2-c1ccccc1Cl	-1	-0.8	-3	-1	9	-4	-4	-3	1	0
CC1Cc2ccccc2N1C(=O)Cn1cnc2c1c(=O)n(C)c(=O)n2C (stereo unspecified)	0	0.5	0	2	-7	-3	0	1	-7	-1
Cc1cccc(C)c1NC(=O)C(c1ccccc1)N1CCN(c2ccc(C(F)(F)F)cn2)CC1 (stereo unspecified)	3	0.3	-1	0	4	7	-1	-1	-1	0
Cc1ccc(C2NC(=O)c3ccccc3N2)s1 (stereo unspecified)	-105	4.3	-1	-108	-3	-6	-134	2	1	-4
Fc1ccc2cnc(-c3ccccc3)cc2c1	-2	-0.6	-8	-11	2	-1	-25	1	-1	8
CCOC(=O)Oc1ccc(/C=C2\N=C(C)OC2=O)cc1	0	0.5	0	-2	-9	-2	-4	-3	-1	-1
O=C1NC(=O)C2C3OC(C(Br)C3Br)C12 (stereo unspecified)	8	-1.0	3	3	2	-2	2	4	-1	-3
Cc1[nH]c2ccccc2c1CCCO	-16	1.9	-4	-120	5	14	-149	-2	2	-3
COc1ccccc1CNC(=O)c1ccc(CS(=O)(=O)c2ccc(C)cc2)o1	-1	-0.1	1	-1	-6	4	-8	0	-4	5
CCOC(=O)NC1(C(F)(F)F)N=C(c2ccccc2)NC1=O (stereo unspecified)	-3	-0.4	-2	-2	-7	-5	0	-2	-1	2
COc1cc(/C=N/NC(=O)C(=O)Nc2ccccn2)ccc1O	5	-0.1	-3	-4	-5	-3	-1	-2	-5	1
O=C(O)CSc1nc2sc3c(c2c(=O)n1-c1ccccc1)CCC3	-7	0.3	3	-1	-4	6	-3	1	3	4
CC1CCN(CCNC(=O)C2CCCN(S(=O)(=O)c3cccc4nsnc34)C2)CC1 (stereo unspecified)	-6	0.7	4	0	-1	1	-2	1	2	3
Cc1ccc(CN2CC(C(=O)N(C)CC(=O)Nc3cccc(F)c3)CC2=O)cc1 (stereo unspecified)	2	0.6	-1	0	-4	9	-9	0	-8	2
O=C(NCCS(=O)(=O)NC1CCCCC1)c1ccc2c(c1)OCO2	-3	0.0	3	-3	1	-6	-8	1	4	4
O=C1c2cccnc2C(=O)N1c1cccc([N+](=O)[O-])c1	5	-0.7	-3	16*	1	-11	0	-1	-2	-5

Shown with each value named: entries from further up
> COc1ccccc1CNC(=O)c1ccc(CS(=O)(=O)c2ccc(C)cc2)o1
  ADAM17 inh: -1; proKLK7 act: -0.1; MBD2 inh: 1; PLC-gamma1 inh: -1; DDE Tn6 FP inh: -6; ASAP1 GAP inh: 4; PLCb3 inh: -8; UHRF1 binding: 0; DDE Tn7 FP inh: -4; ARFGAP1 inh: 5
> CCOC(=O)NC1(C(F)(F)F)N=C(c2ccccc2)NC1=O (stereo unspecified)
  ADAM17 inh: -3; proKLK7 act: -0.4; MBD2 inh: -2; PLC-gamma1 inh: -2; DDE Tn6 FP inh: -7; ASAP1 GAP inh: -5; PLCb3 inh: 0; UHRF1 binding: -2; DDE Tn7 FP inh: -1; ARFGAP1 inh: 2

Some values from above.
ADAM17 inh result of `Cc1ccc(OCCC(=O)Nc2ccccc2C(=O)NC2CC2)cc1` → -6
ASAP1 GAP inh result of `C[C@@H](C(=O)N[C@@H](Cc1c[nH]c2ccccc12)C(=O)O)n1nnc2ccccc2c1=O` → -4

Only ASAP1 GAP inh, for 2 of the compounds above:
SMILES	ASAP1 GAP inh
O=C(NCCS(=O)(=O)NC1CCCCC1)c1ccc2c(c1)OCO2	-6
O=C1NC(=O)C2C3OC(C(Br)C3Br)C12 (stereo unspecified)	-2

Continuation:
smiles	ADAM17 inh	proKLK7 act	MBD2 inh	PLC-gamma1 inh	DDE Tn6 FP inh	ASAP1 GAP inh	PLCb3 inh	UHRF1 binding	DDE Tn7 FP inh	ARFGAP1 inh
CC(C)N(CCc1ccncc1)C(=S)Nc1ccc(F)c(Cl)c1	-3	-0.5	-2	0	1	-17	-2	0	5	-10
CC(=O)Nc1ccc2sc(NC(=O)CN3CCOCC3)nc2c1	-2	0.2	-2	-3	-1	-10	-6	1	1	-1
CC(=O)CSc1nc(N)c(C#N)c(-c2cccs2)c1C#N	2	-18	-4	-54	-1	-8	-61	-1	2	-5
CCCCn1c(N)c(N(CCC(C)C)C(=O)c2c(C)noc2C)c(=O)[nH]c1=O	-2	0.6	-4	-3	-3	8	1	-1	12	11
CC(Nc1nc(-c2ccccc2O)nc2ccccc12)c1ccccc1 (stereo unspecified)	2	-32	0	-125	-8	5	-188	0	0	1
CCOCCOC(=O)c1cccc(NC(=O)OCC)c1	-3	0.3	-1	0	2	10	1	-1	-5	3
COC1CCN(C(=O)c2ccc(OC3CCN(CCc4ccccc4)CC3)cc2)CC1	1	-0.1	-5	-4	-10	-11	0	2	-7	-6
O=C(Cn1c(=O)[nH]c2ccccc2c1=O)Nc1ccc2c(c1)OCCO2	1	-0.7	2	2	4	4	-7	0	-2	4
CCN(CC)C(=O)NC1CC2CCCC(C1)N2Cc1ccccc1 (stereo unspecified)	-3	0.0	-2	1	0	4	6	-1	1	8
C=CCN(C(=O)c1csnn1)C(C(=O)NC1CCCC1)c1c(F)cccc1Cl (stereo unspecified)	-2	-0.2	3	0	3	10	-10	1	-6	5
CC1(C)CC(=O)C(C=Nc2cc(C(=O)c3ccccc3)ccc2N)=C(O)C1	1	-2.3	-1	-135	3	-4	-153	-2	4	-15
O=C(c1ccc(Oc2ccccc2)cc1)C1CCCN(C(=O)c2cnccn2)C1 (stereo unspecified)	-2	0.2	2	-1	3	13	-7	-4	1	3
O=C(CS(=O)c1ccc(Br)cc1)N1CCOCC1 (stereo unspecified)	-2	-0.4	3	1	-4	-2	-3	1	5	4
CCC(CC)c1nnc(NC(=O)CC(C)c2ccccc2)s1 (stereo unspecified)	-2	0.3	-2	-3	2	-14	-5	1	4	-3
O=C(Nc1ccc(S(=O)(=O)N2CCc3ccccc3C2)cc1)C1CCCO1 (stereo unspecified)	1	0.3	-2	1	5	-1	1	2	-5	-7
CC(C)(C)NC(=O)C(c1cccs1)N(C(=O)c1csnn1)c1cccc(F)c1 (stereo unspecified)	1	0.5	4	-1	3	3	2	0	-2	4
Cc1cccc(NC(=O)N2CCN(Cc3ccc4c(c3)OCO4)CC2)c1C	-3	0.6	-1	1	0	4	1	5	4	0
COC(=O)c1ccc(C(=O)OC)c(NC(=O)COc2ccccc2OC)c1	-6	0.4	7	-3	-3	6	-3	1	-2	4
CCN1C(Nc2ccccc2)=NC[C@@H]1CC(C)C	-2	-0.5	1	0	2	-6	4	0	0	-8
NC(=O)c1ccsc1NC(=O)CSc1ccccc1F	-1	-0.2	-1	-1	6	0	-2	-5	7	-4
COC(=O)[C@H](CCSC)NC(=O)Nc1cc(C)ccc1C	-7	0.2	-4	-1	-4	-21	-1	-1	6	0
Nc1ccn(Cc2ccccc2F)n1	-4	-0.5	7	-1	2	-2	-2	13	-4	-12
CCCCOc1ccc(C(=O)N/C(=C\c2cccc([N+](=O)[O-])c2)C(=O)OCc2ccco2)cc1	-4	0.4	-3	1	1	-1	-2	0	4	21
Cc1ccc(C(C)C)c(OCC(=O)Nc2ccc3c(c2)nc(CCN2CCCCC2)n3C)c1	-19	0.0	-2	-1	-7	1	-9	0	-5	-3
